Source: PubChem (several laboratories)
FXIa inh 1536: factor XIa (human) inhibition. P03951. purified FXIa, Boc-Glu-Ala-Arg-AMC fluorogenic substrate. inhibition, % at 5 µM. hit rate 0.14% among 220,000;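 active means inhibition of at least 40%; inactive means inhibition below 40%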;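 further: fluorescence of freed AMC excited at 355 nm; 0% = enzyme without compound and 100% = no enzyme blank; many of its hits are not listed in these tables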
Target sequence (P03951 19-387 limits assumed): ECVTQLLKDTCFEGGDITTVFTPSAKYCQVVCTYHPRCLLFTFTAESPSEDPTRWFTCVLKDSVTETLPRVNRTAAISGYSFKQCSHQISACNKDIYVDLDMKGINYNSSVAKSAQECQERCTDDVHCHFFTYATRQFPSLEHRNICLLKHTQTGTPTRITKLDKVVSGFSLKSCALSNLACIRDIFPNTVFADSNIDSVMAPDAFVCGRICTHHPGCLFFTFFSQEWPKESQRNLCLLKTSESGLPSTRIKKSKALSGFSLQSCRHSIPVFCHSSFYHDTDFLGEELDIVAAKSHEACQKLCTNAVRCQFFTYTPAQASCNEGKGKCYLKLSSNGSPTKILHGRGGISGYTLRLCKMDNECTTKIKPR
Target sequence (P03951 388-625 limits assumed): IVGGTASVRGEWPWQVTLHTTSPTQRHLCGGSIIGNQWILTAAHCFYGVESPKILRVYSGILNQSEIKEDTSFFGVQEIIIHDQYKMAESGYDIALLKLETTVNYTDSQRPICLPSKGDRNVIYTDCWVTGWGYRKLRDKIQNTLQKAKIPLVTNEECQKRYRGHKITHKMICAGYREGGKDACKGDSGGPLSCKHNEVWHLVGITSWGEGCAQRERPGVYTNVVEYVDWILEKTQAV
PGE2 EP2 inh: EP2 receptor (human) inhibition; C6 glioma cells expressing human EP2, cAMP TR-FRET; cells stimulated with saturating PGE2; inhibition, % at 25 µM; hit rate 0.52% among 260,000;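 active means percent inhibition above 40 after rounding to a whole number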;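 further: rat C6 glioma host cells with rolipram phosphodiesterase inhibitor present; the protocol text gives 20 µM as final concentration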
Target sequence (P43116 whole entry, looked up): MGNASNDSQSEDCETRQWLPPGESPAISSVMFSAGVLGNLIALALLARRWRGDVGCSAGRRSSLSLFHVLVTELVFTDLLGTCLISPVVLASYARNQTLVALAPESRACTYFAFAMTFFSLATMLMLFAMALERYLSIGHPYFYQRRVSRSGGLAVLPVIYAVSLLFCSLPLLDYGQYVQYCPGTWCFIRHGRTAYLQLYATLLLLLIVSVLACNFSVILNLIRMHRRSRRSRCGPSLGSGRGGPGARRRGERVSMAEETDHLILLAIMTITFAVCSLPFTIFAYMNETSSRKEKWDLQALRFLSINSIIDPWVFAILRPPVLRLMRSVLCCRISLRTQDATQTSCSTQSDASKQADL
Tb hexokinase: blocks Trypanosoma brucei hexokinase 1 activity; AID 1430; inhibition, % at 10 µM; hit rate 0.11% among 220,000; recombinant TbHK1, G6PDH-coupled NADH A340;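 active means inhibition of 50% or more in the single-dose primary screen; inactive means inhibition below 50%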
FXIIa inh 1536: factor XIIa (human) inhibition; P00748; hit rate 0.3% among 220,000; purified FXIIa, Boc-QGR-AMC fluorogenic substrate, 2 h; inhibition, % at 5 µM; in the data active means inhibition above about 40%;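 further: 0% = enzyme with no compound and 100% = blank without enzyme; many of its hits are not listed in these tables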
L929 necroptosis: blocks zVAD induced death of L929 cells; L929 zVAD necroptosis rescue, ATP luminescence, 24 h; with zVAD 60 µM; viability rescue, % at 10 µM; hit rate 0.38% among 220,000;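 active means activation, scaled between plate controls, above about 75%, limit read from the data; inactive means activation under that limit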;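 further: 0% = zVAD with DMSO and 100% = DMSO alone without zVAD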
CHOP inh: inhibitors of CHOP induction in ER stress response; inhibition, % at 10 µM; AID 2732; hit rate 3.8% among 220,000; CHO-K1 CHOP-promoter luciferase, tunicamycin-induced, 15-18 h;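 active means compounds that reduced the stress-induced luciferase reporter signal by more than about 70% of percent inhibition, limit read from the data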;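 further: 0% = tunicamycin plus vehicle and 100% = wells without tunicamycin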
Wee1 stabilizer: blocks degradation of human Wee1 kinase; P30291; HeLa Luc-Wee1K328M stability, luciferase luminescence; 100% = proteasome inhibitor MG132 effect; reporter increase, % at 5 µM; hit rate 1.2% among 220,000;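 active means activation above the mean of all tested compounds plus 3 SD, set per screening run, cut at about 8.8% in these data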;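 further: cells exposed to compound for 20 h before luminescence read; 0% = DMSO alone and 100% = MG132 at 30 µM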
PPC-1+TRAIL kill: PPC-1 cancer cell killing with TRAIL present. PPC-1 cells + TRAIL, ATPLite viability luminescence. cell killing (% activity), % at 4 µM. hit rate 0.41% among 220,000. AID 1443;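 active means cell killing above 50% in the first pass at 4 µM, then a duplicate retest at 5 µM averaging 50% or more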;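 further: plate controls were cells with TRAIL plus DMSO for no effect and medium-only wells lacking cells for full effect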
TNF death inh: blocks TNF-alpha induced death of Jurkat FADD-/- cells | AID 463075 | hit rate 0.068% among 220,000 | activation (protection from cell death), % at 10 µM | Jurkat FADD-/- TNF necroptosis rescue, ATP luminescence, 24 h; 0 = TNF only, 100 = no-TNF cells;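 active means activation, meaning protection from cell death, of at least 50% relative to plate controls; inactive means activation below 50%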;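 further: necroptosis triggered by 40 ng/mL TNF-alpha added together with compound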
The depositor's hits bear a star; . = no result given; & = joins results of further samples. A portion of the library, so the mix of outcomes need not match the whole.

Results follow in this order: FXIa inh 1536, PGE2 EP2 inh, Tb hexokinase, FXIIa inh 1536, L929 necroptosis, CHOP inh, Wee1 stabilizer, PPC-1+TRAIL kill, TNF death inh
1) CCCCN1C(=O)C(=Nc2cccc3cnccc23)c2ccccc21
    1, 7, -1, 9, -0.5, 23, 1, 16, -3.2
2) O=C(CSC(=S)N1CCCCC1)N1N=CCC1c1ccccc1 (stereo not given)
    -3, 7, 0, 5, 0.2, 10, -2, 6, 29
3) CCOc1ccc(N(CC(=O)O)S(=O)(=O)c2ccc(OC)c(OC)c2)cc1
    -6, 12, -7, 5, 0.8, -14, 1, -4, -1.2
4) COc1ccc(C(=O)Nc2ccc3c(c2)nc2n3CCSC2)cc1
    7, 15, 0, 14, 1.8, 22, 4, 34, -0.3
5) Nc1n[nH]c(N)c1N=Nc1ccc(F)cc1
    -5, 4, -31, 4, -0.7, -15, 1, 15, -2.4
6) COc1ccccc1-c1cc(C(F)(F)F)nc(S(=O)(=O)CCCC(=O)N2CCOCC2)n1
    4, 13, -14, 14, -0.3, ., -3, 7, -18
7) O=C1N=C(N2CCc3ccccc3C2)S/C1=C\c1ccc(O)cc1
    -2, 6, -26, 12, -0.6, -3, -3, 7, 1.7
8) COc1ccc(CCN=C2SCC(=O)N2C)cc1OC
    6, ., 3, 16, 2.7, 8, -2, 4, 0.5
9) O/N=C1\CCCc2nnc3c(c21)CCCC3
    2, 3, -8, 14, 1.9, 22, -2, 4, 0.7
10) Oc1oc(-c2ccc(Br)cc2)nc1/C=N/c1ccccn1
    -6, 4, -8, 4, -0.9, -43, 0, 18, 1.4
11) CCOC(=O)N1CCN(C(=O)Cc2ccc(Cl)cc2)CC1
    -3, 7, 2, 3, 0.4, 25, 2, 5, 3.3
12) Cc1cc(C)nc(N(C#N)Cc2ccccc2C)n1
    -6, 5, -1, -1, 0.1, -4, -1, 9, 0.1
13) C/C(CC(=O)NCc1ccco1)=N\NC(=O)C(c1ccccc1)c1ccccc1
    10, 9, 2, 9, 77*, 1, 0, 19, 27
14) O=C(O)c1ccccc1CSc1nc2ccccc2o1
    1, 18, 5, 15, 0.8, 9, -1, -18, 0.8
15) CCN1CCN(c2nc(Nc3ccccc3F)nc(N)c2[N+](=O)[O-])CC1
    3, 4, -30, 5, 0.3, -7, 3, -6, 6.5
16) COc1cc([N+](=O)[O-])ccc1NC(=O)CCCOc1ccc(C)cc1
    7, 10, -1, 22, 0.3, 66, -1, 9, -2.8
17) CCOC(=O)c1cnn2c(C(F)(F)F)cc(-c3ccccc3)nc12
    3, 8, -12, 12, 2.0, 21, 3, 6, -0.5
18) O=C(O)COc1ccccc1C(Nc1ccccn1)c1cc(Cl)c2cccnc2c1O (stereo not given)
    17, 5, 76*, 35, -0.4, -56, 3, 5, 0.2
19) CCCn1c(N)c(N(CCOC)C(=O)/C=C/c2cccc(Cl)c2)c(=O)[nH]c1=O
    4, 2, 6, 10, 0.6, -11, -4, 6, 0.8
20) O=C(/C=C/c1cccc([N+](=O)[O-])c1)NCCSCc1ccc(Cl)cc1Cl
    -3, 5, 9, 1, -0.1, 29, 2, 14, 2.0
21) CCOC(=O)/C=c1\s/c(=C\c2ccc(C(F)(F)F)cc2)c(=O)n1CC(=O)NCc1ccco1
    1, 11, -4, 1, 0.9, 19, -1, -1, 2.0
22) COc1ccccc1C(C)NCC(=O)Nc1c(F)cccc1F (stereo not given)
    -1, 5, -5, 5, 0.3, 30, 4, -7, 1.4
23) COC(=O)CCCCC1SCC(NC(=O)c2ccccc2)C1OC(C)=O (stereo not given)
    -5, 4, -10, 5, 40, 2, -1, 14, -1.4
24) Cc1csc(NC(=O)c2c(O)c3c(n(CC(C)C)c2=O)CCCC3)n1
    7, 1, -19, 19, 0.1, 52, 2, -4, -1.5
25) COc1ccc(NC(=O)N2CCCC2C(=O)Nc2ccc(C)c(Cl)c2)cc1 (stereo not given)
    -2, 9, 3, 28, 0.2, 17, 1, 4, 0.6
26) OCCC1CN(Cc2nc3ccccc3[nH]2)CCN1C1CCCC1 (stereo not given)
    0, 11, -5, 10, 1.1, 4, 6, 4, 1.7
27) O=C(N/N=C1\C2CN3CCN(C2)CC1(c1ccccc1)C3)c1ccc(F)cc1
    6, 4, 6, 19, -0.1, 1, 1, 8, 0.1
28) O=C(CCSc1ccc(Cl)cc1)NCc1ccccn1
    1, 7&7, 5, 11, 2.5, 12, -4, 8, 4.1
29) CCC(OC(=O)c1nsc(Cl)c1Cl)C(=O)NC(C)(C)CC (stereo not given)
    -3, 7, -1, 3, 2.3, 3, -1, 11, -0.3
30) COc1ccc(C)cc1NC(=O)Nc1ccc(Br)cn1
    4, 7, 8, 13, 13, 22, 0, -11, -0.5
31) CCN(C(=O)COC(=O)c1cc(-c2ccccc2)nc2c1c(C)nn2-c1ccc(C)cc1)C1CCS(=O)(=O)C1 (stereo not given)
    -3, 4, -22, 11, 2.6, -18, 3, 24, 6.7
32) Cc1cccc2cc(C#N)c(NCCNC(=O)NC3CCCCC3)nc12
    -1, 9, -1, 9, 1.1, 72*, -2, 23, -0.2
33) CCCN1C(=O)c2ccc(C(=O)NC3=NCCS3)cc2C1=O
    3, 14, -1, 20, 2.1, -30, 0, 16, 2.4
34) CC(Cc1ccccc1)C(=O)NCc1nc2ccccc2s1 (stereo not given)
    3, 7, 1, 14, -1.0, -4, -1, 7, 3.2
35) O=C(NCCc1ccccn1)c1ccc(NS(=O)(=O)c2ccc(F)cc2)cc1
    -1, 2, -4, 4, 6.2, 1, 2, 3, 3.4
36) O=C(NCc1ccco1)c1cc2c(s1)CCCCC2
    10, 1, 10, 17, -0.4, -39, 2, 11, -8.1
37) Cc1cc(C)nc(S/C=C/C(=O)c2ccccc2)n1
    -4, 6, -31, 1, 6.1, 25, 2, -4, -13
38) Cc1cc(NC(=O)c2ccccc2NS(=O)(=O)c2c(C)c(C)cc(C)c2C)no1
    -7, ., -1, 3, 0.3, 55, -1, -2, -0.5
39) CC(=O)NNC(=O)c1[nH]c2ccc(Cl)cc2c1-c1ccccc1
    0, 13, -8, 3, 1.1, 29, -1, 11, 1.8
40) N#CCSc1nn(-c2ccc(F)cc2)c(=S)s1
    -3, 2, -4, 7, 2.7, 0, -1, 14, 5.3

6 compounds picked at random from the list so far:
Results follow in this order: FXIa inh 1536, PGE2 EP2 inh, Tb hexokinase, FXIIa inh 1536, L929 necroptosis, CHOP inh, Wee1 stabilizer, PPC-1+TRAIL kill, TNF death inh
28) O=C(CCSc1ccc(Cl)cc1)NCc1ccccn1
    1, 7&7, 5, 11, 2.5, 12, -4, 8, 4.1
26) OCCC1CN(Cc2nc3ccccc3[nH]2)CCN1C1CCCC1 (stereo not given)
    0, 11, -5, 10, 1.1, 4, 6, 4, 1.7
27) O=C(N/N=C1\C2CN3CCN(C2)CC1(c1ccccc1)C3)c1ccc(F)cc1
    6, 4, 6, 19, -0.1, 1, 1, 8, 0.1
24) Cc1csc(NC(=O)c2c(O)c3c(n(CC(C)C)c2=O)CCCC3)n1
    7, 1, -19, 19, 0.1, 52, 2, -4, -1.5
36) O=C(NCc1ccco1)c1cc2c(s1)CCCCC2
    10, 1, 10, 17, -0.4, -39, 2, 11, -8.1
39) CC(=O)NNC(=O)c1[nH]c2ccc(Cl)cc2c1-c1ccccc1
    0, 13, -8, 3, 1.1, 29, -1, 11, 1.8

The results go on.
Results follow in this order: FXIa inh 1536, PGE2 EP2 inh, Tb hexokinase, FXIIa inh 1536, L929 necroptosis, CHOP inh, Wee1 stabilizer, PPC-1+TRAIL kill, TNF death inh
41) O=C(NC(NCc1cccnc1)C(Cl)(Cl)Cl)c1cccc2ccccc12 (stereo not given)
    -3, 4, -1, 1, 0.0, 21, 1, -9, 1.2
42) COc1ccc(C2CC(C(F)(F)F)n3nc(C(=O)Nc4c(C)n(C)n(-c5ccccc5)c4=O)c(Cl)c3N2)cc1 (stereo not given)
    -2, 12, 28, 10, 0.7, 25, 1, 4, 1.0
43) CCC/C(=N/Nc1ccc(Cl)cc1)c1cnnc(-c2ccccc2)n1
    ., 4, 1, ., 1.1, ., 3, ., 0.7
44) CCOC(=O)C1CCN(c2c(NCc3ccc(C(=O)NC(C)CC)cc3)c(=O)c2=O)CC1 (stereo not given)
    6, 8, 4, 14, -0.1, 25, 0, 9, -0.8
45) O=C(NC(=O)c1ccncc1)NC(c1ccccc1)c1ccccc1
    2, 23, 2, 13, -0.1, 20, 0, 5, 0.1
46) CCOC(=O)c1cccc(NC(=O)CN2C(=O)C3C4C=CC(C4)C3C2=O)c1 (stereo not given)
    -3, 10, 18, 16, 0.0, 47, 2, -5, 1.2
47) O=S(=O)(c1cccc(-c2n[nH]c(=S)n2C2CCCC2)c1)N1CCOCC1
    0, 10, -1, -2, 0.6, -8, 0, 31, 0.7
48) COc1cc(C(=S)N2CCOCC2)ccc1OC(=O)/C=C/c1ccco1
    -3, 9, -10, 3, 1.1, 5, 3, 21, 0.7
49) Fc1ccc2nc3n(c2c1F)CCCCCC3
    -13, 2, 0, -2, -0.4, 11, -2, -25, -1.8
50) COc1cccc(C2CCCCN2Cc2nc(-c3ccc(C)o3)oc2C)c1 (stereo not given)
    -1, 5, 0, 8, 1.8, 12, -1, -1, 0.6
51) CCOc1ccc(-n2nnnc2SCC(=O)NNC(=O)c2ccco2)cc1
    11, 11&5, -1, 22, -0.1, 7, 0, 1, -1.1
52) COc1ccc(-c2cc(-c3nnc(COC(=O)c4ccncc4)o3)c3ccccc3n2)cc1OC
    1, 3, -17, 9, 1.5, 24, 0, 1, -2.0
53) Cc1ccc([C@@H]2C[C@H]3CN(Cc4cccc(Cl)c4)C(=O)[C@]34CCCN24)o1
    -4, 2, -3, 3, -1.5, 26, 1, 17, -0.2
54) CC1(C)CC(=O)C2=C(C1)N(CCN1CCOCC1)C1=C(C(=O)CC(C)(C)C1)C2c1cccc(F)c1
    -5, 12, -10, 8, -0.5, -1, -2, 5, -0.6
55) COc1ccc(C(=O)OCC(=O)NCC2CCCCC2)cc1S(=O)(=O)N1CCCc2ccccc21
    -8, 15, 4, -15, 2.0, 35, 5, -1, -0.6
